RTF Ca sens inh: cardiac RTF calcium desensitization; IANBD-labeled cardiac RTF, Ca2+ fluorescence; inhibition, % at 7.15 µM; 340,000 tested, 0.12% active;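 active = inhibition above the mean inhibition of all tested compounds plus 3 SD, cut at about 17% in these data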;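 also: assay run at fixed EC70 calcium of 1.6 mM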
LANA DNA inh: inhibitors of KSHV LANA C-terminal domain DNA binding; MBP-C-LANA/FAM-LBS DNA binding, fluorescence polarization; inhibition, % at 9 µM; 340,000 tested, 0.078% active; AID 504423;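 active = highest replicate inhibition at or above 60% at 9 µM, even if other replicates fall short; inactive = all replicates below 60% inhibition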;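 also: 0% = neutral control wells and 100% = 4 µM acridine orange control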
Arr AP2 block: human beta-arrestin and AP2 interaction inhibition; FITC-arrestin peptide / GST-AP2 beads, flow cytometry; AP2 beta2 appendage carries R879A mutation; inhibition, % at 10 µM; 340,000 tested, 0.31% active;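 active = inhibition above a set limit, near 3 SD of compounds lacking own fluorescence, cut at about 54% in these data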;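 also: plate controls were DMSO wells for no effect and 5 µM unlabelled arrestin peptide for full effect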
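Material – AP2 appendage R879A on GSH beads · Buffer or medium – PBS with 0.05% Tween 20 and 0.1% BSA · Probe or stimulus – fluorescein-tagged arrestin peptide at 50 nM final · Incubation – compound with beads 12 min RT, then probe 1 h RT · Detection – high-throughput flow cytometry of beads, ex 488, em 535 nm · Evaluation – percent response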
NSD2 inh: inhibitors of human histone methyltransferase NSD2 | O96028 | NSD2 peptide methylation, AlphaScreen, 120 min | inhibition, % at 12.5 µM | 310,000 tested, 0.54% active | AID 743445; in the data active = inhibition above about 50%
Keap1-Nrf2 PPI: disrupts human Keap1 binding to Nrf2 peptide; Q14145; Keap1 Kelch-Nrf2 peptide fluorescence polarization, 1536-well; inhibition, % at 9.4 µM; 340,000 tested, 0.15% active; AID 504523; in the data active = inhibition above about 12%;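 also: human Keap1 Kelch domain with fluorescein labeled Nrf2 9mer peptide probe; 0% = neutral control wells and 100% = peptide positive control; higher means more block of Keap1 binding to Nrf2 peptide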
V-ATPase pH: yeast V-ATPase proton transport regulation by pHLuorin; response, % at 10 µM; S. cerevisiae, pHLuorin cytosolic pH fluorescence; AID 504577; 350,000 tested, 0.37% active; in the data active = response mostly above about 7.3%, no sharp cut-off; inactive = mostly below about 5.4%; also: actives read high; inactives centre near 0; some compounds called inactive have numbers as strong as hits
CAL PDZ FP-1: CAL PDZ (human) peptide binding inhibition | purified CAL PDZ, TMR-peptide fluorescence polarization, 1 h | inhibition, % at 24.9 µM | 300,000 tested, 0.92% active | AID 602252;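 active = mean inhibition of at least 30% with at least half of replicates also reaching 30%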;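 also: 0% = DMSO neutral control and 100% = excess unlabeled competitor peptide PRC23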
CAL PDZ FP-2: inhibitors of human CAL PDZ peptide binding. purified CAL PDZ, TMR-peptide fluorescence polarization, 1 h. inhibition, % at 20 µM. AID 504414. 330,000 tested, 0.02% active;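 active = highest replicate inhibition of at least 40%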;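 also: plate controls were DMSO neutral control wells for no effect and unlabeled competitor peptide control wells for full effect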
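Material: tagged CAL PDZ protein CerCALP, purified; buffer or medium: sodium phosphate/NaCl buffer pH 7.4 with TCEP, IgG, Thesit; also added: fluorescent TMR peptide probe; schedule: 1 h incubation at room temperature before polarization reading; technique: fluorescence polarization from S- and P-plane intensities, G-factor corrected; control set: unlabelled peptide and DMSO controls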
DSG3 Ab inh: blocks pemphigus antibody binding to human desmoglein-3; P32926; DSG3-coupled beads, scFv-anti-DSG3-GFP binding, flow cytometry; hits give low values; binding (percent of control), % at 10 µM; 310,000 tested, 0.48% active;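 active = binding more than 3 SD below its plate's average and above zero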;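 also: hits lower antibody fragment binding to DSG3; some compounds called inactive have numbers as strong as hits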
DAGLB inhibitor: blocks human DAGLB lipase activity; HEK293T DAGLB membrane lysate, EnzChek fluorogenic substrate; inhibition, % at 5.17 µM; 340,000 tested, 0.059% active; in the data active = inhibition above about 34%;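 also: 0% = enzyme with vehicle and 100% = wells lacking enzyme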
Target sequence (Q8NCG7 whole entry, looked up): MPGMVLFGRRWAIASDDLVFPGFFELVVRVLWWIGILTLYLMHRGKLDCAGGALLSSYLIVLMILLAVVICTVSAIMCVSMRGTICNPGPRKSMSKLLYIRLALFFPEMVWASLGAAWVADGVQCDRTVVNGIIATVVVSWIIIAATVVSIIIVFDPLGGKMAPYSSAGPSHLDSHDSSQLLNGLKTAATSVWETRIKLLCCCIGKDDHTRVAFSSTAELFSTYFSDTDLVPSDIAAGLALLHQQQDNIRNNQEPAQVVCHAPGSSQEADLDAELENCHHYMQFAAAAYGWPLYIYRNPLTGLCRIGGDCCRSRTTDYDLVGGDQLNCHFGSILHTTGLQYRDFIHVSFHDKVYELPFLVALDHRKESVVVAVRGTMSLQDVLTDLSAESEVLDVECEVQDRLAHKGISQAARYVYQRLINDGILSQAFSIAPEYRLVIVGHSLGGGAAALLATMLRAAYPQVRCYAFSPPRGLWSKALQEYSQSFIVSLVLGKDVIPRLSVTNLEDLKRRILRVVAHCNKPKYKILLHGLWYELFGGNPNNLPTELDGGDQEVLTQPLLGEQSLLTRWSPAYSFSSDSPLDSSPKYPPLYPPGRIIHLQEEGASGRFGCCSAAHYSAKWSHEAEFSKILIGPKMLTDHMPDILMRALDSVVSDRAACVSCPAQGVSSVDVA
Starred values were filed as active, the others as inactive; · = not tested or not shown. An excerpt; rates above refer to the full screens.

SMILES	RTF Ca sens inh	LANA DNA inh	Arr AP2 block	NSD2 inh	Keap1-Nrf2 PPI	V-ATPase pH	CAL PDZ FP-1	CAL PDZ FP-2	DSG3 Ab inh	DAGLB inhibitor
CCOC(=O)/C(C#N)=C1/SC(C)C(=O)N1c1ccc(Br)cc1 (configuration not stated)	-5	1.9	13	2	1	-1	4	0.0	101	-1
Cc1ccc(S(=O)(=O)N2CCN(C(=O)CN3C(=O)NC4(CCCCC4)C3=O)CC2)c(C)c1	-6	0.5	17	-2	-1	-3	-1	-2.1	104	-1
CC(C)C(NS(=O)(=O)c1ccc2c(c1)OCCCO2)C(=O)O (configuration not stated)	-1	1.8	18	0	-2	0	-2	-2.2	125	3
C#CCOCCOCCOCCNc1nc(N2CCOCC2)nc(N2CCN(C(=O)CCCCCCCCCCNC(=O)Cn3cc(CCCCCN)nn3)CC2)n1	5	0.2	5	·	-5	0	0	0.2	105	-2
CC(C)CCN(C)C1CCN(C(=O)Nc2c(F)cccc2F)CC1	-15	0.9	21	·	-1	-1	·	0.3	98	3
CCOC(=O)N1CCC(NC(=O)c2ccc3c(Cl)c4c(nc3c2)CCCC4)CC1	3	0.0	1	·	-5	-3	·	-2.0	105	1
O=C1C2C3C=CC([C@@H]2C(=O)N1c1nccs1)C31CC1 (some centres not stated)	1	-0.7	-4	-2	-4	2	-2	-1.2	99	2
COc1ccc(-c2cc(=O)oc3cc(OC(C)C(=O)NC(Cc4c[nH]c5ccc(O)cc45)C(=O)O)ccc23)cc1 (configuration not stated)	-1	0.7	29	·	-1	0	-5	0.1	102	3
COc1ccc2[nH]c(=O)c(CN(Cc3cccs3)S(=O)(=O)c3c(C)ccc4nsnc34)cc2c1	-3	0.5	9	0	-3	0	2	0.8	·	0
O=C(OCCN1CCCCC1)C1(c2ccccc2)CCCC1	-4	1.2	9	1	2	-2	-4	0.1	96	0
Cc1cc(C(=O)NCc2cc(C(=O)O)oc2C)c(C)o1	-5	-0.8	21	1	3	-2	-4	-0.4	·	-1
O=C(OCc1cccc(F)c1)c1ccc2c(=O)n3c(nc2c1)CCC3	-7	-1.5	32	·	-2	-5	·	-1.7	101	-3
CC(=O)NC1CC(C)(C)N(OC(C)=O)C(C)(C)C1	-9	0.5	6	-6	-4	6	-2	0.5	99	2
CN(C(=O)c1ccc(NC(=O)Cc2cccc(NC(=O)C3CCCN(C(=O)CCc4ccccc4)C3)c2)cc1)C1CCCC1 (configuration not stated)	-8	0.8	1	·	-3	-3	-1	-1.6	98	-1
CCCN1C(=O)/C(=C/c2ccc(C)s2)NC1=S	-13	1.5	1	1	-4	-4	-3	-0.3	·	-3
Cc1ccc(N=Cc2c(C)[nH]n(-c3ccccc3)c2=O)nc1	-13	-1.2	-10	0	-1	1	-6	-2.1	93	1
COc1ccc(-c2cc(-c3ccccc3)no2)cc1	3	1.3	-3	·	-4	-1	0	-1.4	96	-9
O=C(C1CCC(=O)N1Cc1ccccc1Cl)N1CCN(c2cccc(Cl)c2)CC1 (configuration not stated)	-14	-0.8	9	2	-2	3	-3	-0.5	101	1
O=C(CSc1nc2ccccc2[nH]1)N/N=C/c1ccco1	-9	-0.1	-6	-1	-3	2	8	-4.8	93	2
COc1ccc(CNC(=O)[C@@H]2CC=C[C@@H]3CCN(C4CCCCC4)C(=O)[C@@H]32)cc1	-6	0.4	11	·	-5	4	2	-0.7	99	1
CCc1nc2ccccc2c(C(=O)OC2CCCCC2=O)c1C (configuration not stated)	1	-1.6	28	-2	-1	5	8	0.3	99	-5
CC(C)N(C)NC(=S)Nc1ccccc1	-15	1.0	40	0	-3	2	-3	-2.0	121	1
COc1cc(NC(=O)c2cc(OC)c(OC)c(OC)c2)ccc1NC(=O)c1cccs1	2	0.6	-3	0	-5	-2	-2	-3.4	112	4
COc1cccc(OC)c1C(=O)Nc1ccc(NC(=O)c2ccco2)cc1	3	-0.3	20	1	-6	2	-5	-1.1	105	-1
O=C(NCCN1CCCCC1)c1cc(COc2c(F)cccc2F)on1	-17	-0.1	7	-1	-1	-5	4	-1.2	119	0
Cc1ccc(C(=O)N/C(=C\c2cccs2)C(=O)NCCCn2ccnc2)cc1C	-4	2.6	6	-1	-1	-4	0	0.8	97	-5
Cc1cc(C)c(S(=O)(=O)Nc2ccc(O)cc2)cc1C	-1	1.6	-1	8	2	-2	2	-0.5	98	-1
COCC(=O)Nc1ccc2nc3n(c(=O)c2c1)CCCCC3	-1	-0.5	7	-9	2	-3	-6	29	102	-1
O=C(Nc1ccccc1)c1ccc(NCCc2ccccc2)c([N+](=O)[O-])c1	-5	-2.1	-5	-3	4	-1	-14	-0.2	102	0
Cc1ccc(Oc2nnc(-c3cccs3)c3ccccc23)cc1C	5	1.0	-15	-2	-2	-2	-3	-0.7	·	-3
CCOC(=O)c1[nH]c(C)c(C(=O)OCC(=O)N(Cc2ccccc2)C(C)C)c1C	0	0.4	19	2	-2	6	-6	-1.8	95	0
O=C(Nc1ccc(F)cc1)c1sccc1SCc1cccc(C(F)(F)F)c1	-6	-1.1	8	-3	-6	3	·	-1.3	103	-11
COC(=O)CSc1nc2c(c(-c3ccc(C)o3)c1C#N)CCCC2	6	1.7	1	0	-6	7	-3	·	99	-13
CCOc1ccccc1CNC(=O)c1cc2oc3ccccc3c2n1CC	-14	-0.5	-4	1	-2	3	-3	-0.7	101	-10
Cc1ccc(C)c(Oc2coc3cc(OC(=O)c4cccs4)ccc3c2=O)c1	-2	-0.7	7	-1	0	-1	-2	-3.4	94	-5
O=C(O)/C=C/C(=O)NCCCc1ccccc1	-6	0.7	-10	0	4	2	·	-0.5	101	-1
COc1ccc(-c2cc(C(=O)Nc3sc4c(c3C#N)CCCC4)c3ccccc3n2)cc1	-2	-0.6	6	-2	-4	-1	·	-1.9	96	-8
Cc1ccc(C23CC4CC(CC(NC(=O)N5CCN(C)CC5)(C4)C2)C3)cc1	-12	0.8	-1	1	-3	-1	-6	-0.7	111	0
Cc1cccc(/C(N)=N/OC(=O)C23CC4CC(CC(C4)C2)C3)c1	-6	3.0	25	-2	2	4	-19	0.0	109	-3
COc1ccccc1N1CCN(C(=O)[C@@H]2CCCN2C2=NS(=O)(=O)c3ccccc32)CC1	·	·	·	-1	·	-2	·	·	100	0
CCOc1ccc2nc(NC(=O)CSc3nc4cccnc4n3C)sc2c1	-8	-0.1	-5	-2	-1	1	-2	-0.8	91	0
Cc1cccc(Oc2sc(C(=O)c3ccccc3)c(N)c2C#N)c1C	-3	-0.5	20	-3	-2	0	1	-1.3	109	-5
CCS(=O)(=O)N1CCCC(C(=O)NC2CCCCC2C)C1 (configuration not stated)	9	-0.5	-4	-3	-1	-2	-2	1.0	101	-3
O=C(Cc1ccccc1)NCc1cccnc1	-9	1.7	6	-6	-1	-1	-7	-0.4	96	-1
COc1ccc(C(=O)CSc2n[nH]c(-c3ccncc3)n2)cc1[N+](=O)[O-]	-5	-0.1	18	0	3	-1	-1	-0.1	99	-1
O=C(CSCc1c(Cl)cccc1Cl)NN=C1CCCC1	-6	1.8	-8	·	1	0	-6	-1.8	93	-3
CNc1nnc(-c2ccc(N(C)C)cc2)s1	3	1.5	-1	-5	-7	0	0	-3.1	119	2
CN1CCc2c(c3c(n2C)CCN(C)C3c2ccc(F)cc2)C1c1ccc(F)cc1 (configuration not stated)	-6	1.4	0	4	-7	-4	·	-2.4	103	1
Cn1c(NC(=O)c2ccccc2F)cc(=O)n(C)c1=O	-9	0.6	1	·	-4	1	·	-3.2	110	3
CC1(C)CC(=S)Nc2ccccc2S1	-3	0.0	0	6	-3	-1	-3	-0.5	·	-2
CCc1sc(NS(C)(=O)=O)nc1-c1ccccc1	-10	-2.0	6	1	2	3	-1	-0.9	115	3
CCOCCCNCc1ccc(OCc2ccccc2C)c(OC)c1	-20	-1.8	19	-3	5	6	-2	-2.1	94	7
COc1cccc(C(=O)c2ncc(C(F)(F)F)cc2Cl)c1	-5	-1.2	1	30	-3	2	4	-0.2	103	-6
Cc1cccc2cc(C#N)c(SCC(=O)NCc3cccs3)nc12	1	-0.8	11	-2	-5	3	2	-2.5	106	-1
Cc1cccc(-n2c(C)cc(C=C3C(=O)c4ccccc4C3=O)c2C)c1	-7	13	16	0	4	2	-3	0.6	101	-2
CCOC(=O)c1c(-c2ccccc2)c[nH]c1C	-4	·	1	0	-6	7	-5	-0.7	70*	0
CCN(C[C@H]1N[C@@](Cc2ccccc2)(C(=O)OC)[C@H]2C(=O)N(C)C(=O)[C@@H]12)S(=O)(=O)c1ccc(C(C)(C)C)cc1	-6	-0.5	-1	·	-9	-4	-5	1.3	89	-2
Cc1cccc(NC(=O)Cn2c(=O)oc3cc(S(=O)(=O)N4CCCC4)ccc32)n1	-5	-0.2	4	·	-9	-4	·	-0.3	110	-5
CCN(CC)S(=O)(=O)c1cccc(C(=O)NCC2(N3CCOCC3)CCCCC2)c1	5	-1.1	21	-2	-2	-7	-4	-0.5	103	-1
COc1cc(/C=N/NC(=O)c2cccc3ccccc23)ccc1OCC(N)=O	4	-0.1	26	0	1	-3	-2	-1.6	107	-2

Next compounds
SMILES	RTF Ca sens inh	LANA DNA inh	Arr AP2 block	NSD2 inh	Keap1-Nrf2 PPI	V-ATPase pH	CAL PDZ FP-1	CAL PDZ FP-2	DSG3 Ab inh	DAGLB inhibitor
CCCNC(=O)C(Cc1ccc(C(F)(F)F)cc1)NC(=O)c1ccc(C#N)cc1 (configuration not stated)	-9	-0.4	5	·	-1	-4	-3	-0.5	101	0
CCc1cccc(NC(=S)N(CCCN2CCOCC2)C(C)c2cc3cccc(OC)c3o2)c1 (configuration not stated)	-16	3.6	15	0	1	0	-2	-1.3	97	1
COc1ccc(NS(=O)(=O)c2cn(C)cn2)cc1OC	6	2.1	2	0	-5	4	3	-2.8	103	3
O=C(Nc1cccc(Cl)c1)c1cccnn1	2	3.2	-1	-2	-4	-102	-1	0.1	110	-2
Cc1cc(C(=O)NN=C(Cc2ccccc2)Cc2ccccc2)c(C)o1	15	0.5	28	4	-3	0	1	-3.7	84	-7
O=C(CSc1nc(N2CCCCC2)nc(N2CCCCC2)n1)N1CCN(c2ccccc2)CC1	2	0.0	-8	·	0	-2	-2	-0.1	100	-10
CC(C)CNC(=O)c1nc(-c2ccccc2)n(-c2ccccc2)n1	-9	0.7	1	-4	-1	5	-3	-0.5	103	-2
CCN1C(=O)N[C@@H](c2cccc(C(F)(F)F)c2)[C@H](C(=O)OC)[C@H]1C	-8	3.5	-3	·	1	5	0	0.5	106	2
Cc1c(Nc2nc3ccccc3nc2NS(=O)(=O)c2ccccc2)c(=O)n(-c2ccccc2)n1C	2	0.8	-2	-1	2	-1	-1	0.0	99	3

DSG3 Ab inh: hit marks shown above
molecule,LANA DNA inh,Arr AP2 block,NSD2 inh,Keap1-Nrf2 PPI,V-ATPase pH,CAL PDZ FP-1,CAL PDZ FP-2,DSG3 Ab inh,DAGLB inhibitor
CCOC(=O)c1c(-c2ccccc2)c[nH]c1C,·,1,0,-6,7,-5,-0.7,70*,0

Screening results from PubChem.
